Screening results: PubChem BioAssay, National Center for Advancing Translational Sciences (NCATS)
Lipid storage S3: qHTS Assay for Lipid Storage Modulators in Drosophila S3 Cells; Drosophila S3 cells, BODIPY lipid droplet fluorescence, 18-24 h; cells fed with added oleic acid; Potency in µM for hits, for the others lipid storage change, negative = inhibition, % at the top dose, mostly 46.1 µM; hit rate 0.64% among 320,000; AID 2685; active = well fitted inhibition curve with a large enough effect in the signal ratio, with a control signal flat, not every such curve was filed as active; inconclusive = small, poorly fitted or top-dose-only effect, or effect the other way, or a change in a side signal; the % refers to the signal ratio
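Drosophila S3 cells got compounds at several concentrations plus oleic acid (400 uM solution). Laser-scanning cytometry with 488 nm excitation read lipid droplets at 500-530 nm and cells at 575-640 nm. Percent activity was relative to 20 uM Triacsin C.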
Lipid storage S3 cell count max: also measured in Lipid storage S3; calls as there; cell number change, %; measured here: cell count max response;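 cells counted by Cell Tracker Red CMTPX staining in the red channel; peak over a dose series mostly up to 46.1 µM; percent activity relative to internal control wells on each plate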
An asterisk follows results filed as active; i = inactive; u = inconclusive; x = not tested or not shown; [ ] = dose if it differs, or a comment. % is scaled to controls: 0 for no effect and ±100 for the full control effect; potency is read from the fitted curve at half-maximal effect. These rows are one share of the data; count on the stated rates, not on these rows.

SMILES	Lipid storage S3	Lipid storage S3 cell count max
CCCCn1c(=O)n(CC(=O)NCc2ccc(C)cc2)c(=O)c2c1nc(CO)n2CCC	-19%	-10
Cc1occc1C(=O)Nc1ccc(Br)cc1F	i	x
CCOc1ccc(/C(O)=C2/C(=O)C(=O)N(CC3CCCO3)C2c2ccc(C)o2)cc1 (stereo not given)	u	x
CN(Cc1ccccc1)S(=O)(=O)c1ccc(Cl)c(C(=O)O)c1	0%	14
C/C(=N\NC(=O)CC1N=C(Cc2ccccc2)NNC1=O)c1ccncc1 (stereo not given)	6%	5
C/C(=N\N=C(N)N)c1cccc([N+](=O)[O-])c1	u	x
CC(=O)N(c1nc(CCl)cs1)c1cccc(C)c1C	-7%[9.22 µM]	0
COc1cc(C(=O)N(Cc2ccc(N(C)C)cc2)C2CCS(=O)(=O)C2)cc(OC)c1OC (stereo not given)	u	x
Cn1cc(C(=O)N2CCc3ccccc3C2)c(=O)c2cc(S(=O)(=O)N3CCOCC3)ccc21	4%	3
Cn1c(-c2cc(Br)ccc2O)n[nH]c1=S	u	x
CCCc1cc(=O)[nH]c(SCC(=O)Nc2ccc(C)cc2)n1	u	x
O=C(/C=C/c1ccccc1F)c1ccoc1	19%	-20

Compounds from the list above containing fluorine (2):
SMILES	Lipid storage S3	Lipid storage S3 cell count max
Cc1occc1C(=O)Nc1ccc(Br)cc1F	i	x
O=C(/C=C/c1ccccc1F)c1ccoc1	19%	-20

Full records from above. Screens in order: Lipid storage S3	Lipid storage S3 cell count max
O=C(/C=C/c1ccccc1F)c1ccoc1 is listed with 19%	-20
COc1cc(C(=O)N(Cc2ccc(N(C)C)cc2)C2CCS(=O)(=O)C2)cc(OC)c1OC (stereo not given) is listed with u	x

Other records follow:
SMILES	Lipid storage S3	Lipid storage S3 cell count max
COc1ccc(S(=O)(=O)Cc2ccc(C(=O)NCc3ccc(F)cc3)o2)cc1	u	x
O=S(=O)(NCc1cc(-c2ccccc2Cl)no1)c1ccc(Cl)cc1	-27%	-7
CCCCCOc1ccc(C(C)(O)C(CN2CCOCC2)c2ccccc2)cc1 (stereo not given)	u	x
COc1ccc(NC(=O)C(c2ccc(OC)cc2)N(C)C(=O)c2cnccn2)cc1 (stereo not given)	u	x
CCCNC(=O)C(Cc1cccc(Br)c1)NC(=O)c1ccc(C#N)cc1 (stereo not given)	-4%	-15
O=C(N=C1SC2CS(=O)(=O)CC2N1c1ccc(Cl)cc1)C1CCCO1 (stereo not given)	i	-11
Cc1cc(C)c(C(=O)Nc2cccc(F)c2)c(Cl)n1	-2%	12
CNC(=O)C1CC(=O)N(CCc2ccc(C)cc2)C1 (stereo not given)	-21%	-11
Clc1ccc(CNc2nc(CN3CCOCC3)nc3scc(-c4ccccc4)c23)cc1	-5%	-17
COc1ccc(CCNc2cc(C)nc(N)n2)cc1OC	3%	3
CNC(=S)NC1CC2CCC(C1)N2Cc1ccccc1 (stereo not given)	-15%	x
COCCn1c(CN2CCN(c3cccc(Cl)c3)CC2)nc2c1c(=O)n(C)c(=O)n2C	u	x
COC(=O)c1ccccc1NC(=O)CSCC(=O)Nc1ccccc1	-9%	-7
CCCCCC1CCC(c2ccc(/C(N)=N/O)cc2)CC1 (stereo not given)	u	x
Cc1ccc(S(=O)(=O)N2CCN(C)CC2)cc1C	i	10
Nc1nnc(SCC(=O)N2CCN(c3ccccc3)CC2)s1	u	x
Cc1ccc(-c2ccc(CCC(=O)O)o2)cc1	-1%	-1
CCCn1cc(CN2CCC(n3nccc3NC(=O)c3ccccc3)CC2)c(C)n1	u	x
Fc1ccc(-c2csc(NC3=NCCC3)n2)cc1	-15%	x
CN(Cc1cccnc1)C(=O)CC1C(=O)NCCN1CC(c1ccccc1)c1ccccc1 (stereo not given)	17%	-3
Cc1ccc2cc3c(NC(=O)c4cccnc4)nn(C)c3nc2c1	u	x
O=C(CSc1ncc(C(=O)O)n1-c1ccc(F)cc1)NCc1ccc2c(c1)OCO2	-1%	13
Cn1cc(C=O)c2cc(F)ccc21	1%	x
Cn1nc(-c2ccccc2)cc1NC(=O)Nc1ccccc1F	-21%	-4
CCOC(=O)C(=O)N1CCN(CC)CC1	-15%	-12
COc1cccc(CNCc2ccccc2OC)c1	u	x
NC(=O)Cn1cc(/C=N/NC(=O)c2ccc(Cn3cc(Cl)cn3)o2)c(-c2ccccc2)n1	u	x
CCCc1cc(=O)[nH]c(SCC(=O)c2ccc(S(=O)(=O)N3CCCC3)cc2)n1	u	x
COC(=O)CN1C(c2ccc(Cl)cc2)=Nc2ccc(Cl)cc2C1c1ccccc1 (stereo not given)	6%	2
CCOC(=O)c1cnc2ccc(C)cc2c1Sc1ccc(F)cc1	u	x
FC(F)(F)c1cccc(N2CCC(N=CN3CCCCCC3)=N2)c1	4%	13
CCN(CC)CCn1c2c(c(SCC(=O)Nc3ccccc3Cl)nc1=O)CCCC2	6%	4
Cn1c(CNC(=O)c2ccc(Cl)cc2)nnc1SCC(=O)Nc1sc2c(c1C#N)CCCC2	i	x
CCCCS(=O)(=O)Nc1ccc(Cc2ccncc2)cc1	i	x
CC(=O)N1CCc2cc(S(=O)(=O)NCCCOC(C)C)ccc21	-6%	-14
O=C(c1nnc(-c2ccncc2)o1)c1ccccc1Cl	u	x
Clc1ccc(-c2nnc(SCc3nc4ccccc4s3)o2)cc1	u	x
Cc1ccccc1C(=O)NNC(=O)Cc1ccccc1	i	20
CCCCn1c(N)c(N(CCC(C)C)C(=O)CSc2nnc(C)s2)c(=O)[nH]c1=O	u	x
CN(C(=O)c1ccc(C#N)cc1)c1nnc(-c2cnccn2)s1	-6%	13
COc1ccc(NS(=O)(=O)c2ccc(NS(C)(=O)=O)cc2)cc1	22%	3
COc1ccccc1NC(=O)CCn1c(=O)sc2ccccc21	5%	4
CCOC(=O)N1CCN(C(=O)c2ccc(Oc3ccc([N+](=O)[O-])cc3)cc2)CC1	u	x
CN(C)c1oc(-c2ccccc2Cl)nc1C#N	u	x
COc1ccc(NC(=S)NCc2ccc(S(N)(=O)=O)cc2)cc1OC	1%	19
CC1CCN(c2nc3c(cc2C#N)COC(C)(C)C3)CC1	0%	4
N#C/C(=C\c1c(N2CCOCC2)nc2ccccn2c1=O)S(=O)(=O)c1ccccc1	u	x
COc1ccc(-c2c(C(F)(F)F)oc3cc(OCC(=O)Nc4ccccc4C(F)(F)F)ccc3c2=O)cc1OC	4%	-6
COc1ccc(N2CCN(c3nc(Cl)nc(N4CCOCC4)n3)CC2)cc1	1%	-11
C=CCn1c(O)c(C=Nc2ccccc2)sc1=S	12%	9
O=C(NCCS(=O)(=O)c1ccc(Br)cc1)c1ccc(Cl)cc1	-2%	4
CCOc1ccccc1C(=O)NCC(=O)OCC(=O)c1ccc2c(c1)OCCO2	u	x
Cc1ccc(S(=O)(=O)Nc2cccc(C(=O)NCC(c3ccco3)N3CCCCC3)c2)cc1F (stereo not given)	u	x
COc1cc(/C=C(\C#N)c2ccccn2)ccc1OCc1ccccc1Cl	u	x
Cc1ccc(/C(N)=N/OC(=O)CCc2ccccc2)cc1	12%	-8
CCN(CC)CCCNC(=O)c1cn(CC(C)C)c(=O)c2c1c1ccccc1n2C	-3%	7
O=c1[nH]ncc(N/N=C\c2ccc(O)cc2O)c1Cl	u	x
Cc1nonc1NCn1nnc2ccccc21	i	25
COc1ccc(NC(=S)N(CCc2c(C)[nH]c3ccc(C)cc23)Cc2cccs2)cc1	u	x
CCc1ccc(NC(=O)C2CC(=O)Nc3ncnn32)cc1 (stereo not given)	u	x
The results go on.
SMILES	Lipid storage S3	Lipid storage S3 cell count max
C=CCc1c(C)nc(SC)nc1Nc1ccc(C)cc1	u	x
Cc1onc(-c2ccccc2Cl)c1C(=O)Nc1ccc(S(=O)(=O)Nc2nccs2)cc1	22%	-10
CCNC(=O)CSc1nnc(C2CC2)n1-c1ccccc1	u	x
COC(=O)c1cc(Br)c(=O)n(-c2ccccn2)c1	u	x
CCOC(=O)c1sc(-c2ccc(Cl)cc2Cl)nc1O	-5%	13
CCOc1ccccc1C(=O)N(CCC(=O)OC)c1ccccn1	u	x
COCCNC(=O)CN(Cc1ccc(Cl)cc1)S(C)(=O)=O	23µM*	-6.7*
Cc1ccc(Cl)cc1NS(=O)(=O)N1CCOCC1	i	6
CS(=O)(=O)N(CC(=O)N/N=C/c1cc([N+](=O)[O-])ccc1Cl)c1ccccc1	u	x
Cc1ccc(O)c(C(=O)/C=C/c2ccc3c(c2)OCCO3)c1	6%	1
Cc1oc(-c2ccc(Cl)cc2)cc1C(=O)/C(C#N)=C/Nc1cccc(OC(F)(F)F)c1	0%	1
CC(=O)Nc1ccc(NC(=O)CSc2nc(N)c(NC(=O)c3ccccc3F)c(=O)[nH]2)cc1	i	-10
CC(C)Cn1c(N)c(C(=O)COC(=O)c2cc(C(F)(F)F)nc3ccccc23)c(=O)n(C)c1=O	u	x
COc1ccc(C2/C=C\CN(C(=O)CC(C)(C)C)CC(=O)N2Cc2ccc(F)cc2)cc1 (stereo not given)	8%	11
CCN(C(=O)COC(=O)/C=C/c1ccc(S(=O)(=O)N2CCc3ccccc32)cc1)C1CCS(=O)(=O)C1 (stereo not given)	26%[9.22 µM]	4
COc1ccc(Cl)cc1NC(=O)c1cc(-c2ccccc2O)n[nH]1	u	x
O=S(=O)(c1cccc(S(=O)(=O)N2CCC(n3nnc4ccccc43)CC2)c1)N1CCCCC1	7%	-12
Oc1ccccc1C1=NN(c2ccccc2)C(c2ccc(F)cc2)C1 (stereo not given)	u	x
COc1ccccc1C(=O)Nc1ccc2c(c1)nc(CCNC(C)=O)n2C	i	x
Nc1nc(COC(=O)c2ccc3c(c2)OCCO3)nc(Nc2ccccc2)n1	3%	2
CCNS(=O)(=O)c1ccc(NC(=O)c2cccnc2)cc1	u	x
Cc1ccc(C(=O)Nn2cnnc2)cc1	-7%	-4
CC1CCC(NC(=O)CN(C)CC(=O)Nc2ccc(F)cc2)CC1 (stereo not given)	9%	3
O=C(N1CCOCC1)N1CCN(S(=O)(=O)c2cccc([N+](=O)[O-])c2)CC1	u	x
COc1ccc(C(=O)OC(C)CN2CCN(C)CC2)cc1 (stereo not given)	i	1
CC(=O)OC1c2ccccc2C(=O)N1Cc1ccccc1Cl (stereo not given)	16%	28
CC(C)c1ccc(NC(=O)CSc2n[nH]c(=O)n2Cc2ccco2)cc1	1%	6
CN1C(=O)CC(N2CCN(CCN=CC3=C(O)CC(C)(C)CC3=O)CC2)C1=O (stereo not given)	u	x
COCCCNC(=O)c1cc(C)nc2ccc(F)cc12	i	x
COc1ccc(Cl)cc1C(=O)n1cnc2ccccc21	18%	10
O=C(CN1C(=O)c2ccccc2C1=O)NCC(=O)OCC(=O)c1cccc([N+](=O)[O-])c1	u	x
Cc1cccc(N2CCN(C(=O)c3ccc(CS(=O)(=O)c4ccccc4C)o3)CC2C)c1 (stereo not given)	u	x
CC1(C)CC(=O)C(C=Nc2ccccc2Sc2ccccc2)=C(O)C1	u	x
COc1ccc(OCC(=O)NCCCCCCNC(=O)COc2ccc(OC)cc2)cc1	u	x
O=C(Nc1ccc2c(c1)OCO2)N1CCN(c2ccccc2Cl)CC1	u	x
COc1ccccc1C(C)NC(=O)Cc1ccc(S(=O)(=O)N2CCOCC2)s1 (stereo not given)	13%	-6

Fetched one by one from the list above, 3 records:
SMILES	Lipid storage S3	Lipid storage S3 cell count max
COc1ccc(Cl)cc1C(=O)n1cnc2ccccc21	18%	10
CC1(C)CC(=O)C(C=Nc2ccccc2Sc2ccccc2)=C(O)C1	u	x
COc1ccc(C(=O)OC(C)CN2CCN(C)CC2)cc1 (stereo not given)	i	1

Following part
SMILES	Lipid storage S3	Lipid storage S3 cell count max
Cc1nn(CCC(=O)NCc2ccc(N(C)C)cc2)c(=O)c2nn(-c3ccccc3)c(C)c12	u	x
CC(C)c1nnc(NC(=O)CC(=O)Nc2ccccc2C(=O)O)s1	-5%	0
COc1ccc(N2CCN(C(=S)NCc3ccc(C)cc3)CC2)cc1	u	x
Cc1cc(NC(=O)CCC(=O)N(c2ccc(F)cc2)C(C(=O)NC2CCCC2)c2ccncc2)no1 (stereo not given)	8%	-11
O=C(CCNS(=O)(=O)c1ccccc1Cl)OCc1nnc(-c2ccccc2Cl)o1	-7%	5
O=c1c2ccccc2nc2n1CCCCN2	-1%	1
OC[C@@H](O)[C@@H](O)CO	3%	1
COCCNC(=O)c1cc2ncc(Br)cn2n1	i	0
Cc1ccc(-n2ncc3c(SCC(=O)NNC(=O)C(C)C)ncnc32)cc1	u	x
Cc1ccc(NC(=O)C2CCCC2)cc1S(=O)(=O)N1CCOCC1	u	x
Cc1nn(-c2ccccc2)c(Cl)c1/C=N/NC(=O)c1ccccc1NS(=O)(=O)c1cccs1	19%	2
Cc1c(-c2cccc(NC(=O)c3cccs3)c2)nc2ncccn12	-5%	-5
CN(C)NC(=O)c1ccc([N+](=O)[O-])s1	9%	13
COc1ccc(-n2ncc(C(C)NS(=O)(=O)c3cccs3)c2C)cc1 (stereo not given)	u	x
CSc1nc(C)[nH]c(=O)c1C#N	1%	18
CC(C)OC(=O)CC(NC(=O)OC(C)(C)C)c1ccccc1 (stereo not given)	18%	1

Structures above that contain a CF3 group, in the order listed:
SMILES	Lipid storage S3	Lipid storage S3 cell count max
FC(F)(F)c1cccc(N2CCC(N=CN3CCCCCC3)=N2)c1	4%	13
COc1ccc(-c2c(C(F)(F)F)oc3cc(OCC(=O)Nc4ccccc4C(F)(F)F)ccc3c2=O)cc1OC	4%	-6
Cc1oc(-c2ccc(Cl)cc2)cc1C(=O)/C(C#N)=C/Nc1cccc(OC(F)(F)F)c1	0%	1
CC(C)Cn1c(N)c(C(=O)COC(=O)c2cc(C(F)(F)F)nc3ccccc23)c(=O)n(C)c1=O	u	x
